Screening data: PubChem, National Center for Advancing Translational Sciences (NCATS)
12-hLO inh = qHTS Assay for Inhibitors of 12-hLO (12-human lipoxygenase); Polyunsaturated fatty acid lipoxygenase ALOX12 (Homo sapiens), P18054; purified 12-hLO, xylenol orange hydroperoxide absorbance; Potency, µM (series often up to 57.1 µM), for the others: top-dose activity change, negative = inhibition, most hits filed as inhibitors; 150,000 compounds, 0.12% hits; AID 1452, 2008; also: potency is read from the fitted curve at half-maximal effect; nearly all actives have a fitted effect of over 55% in size; many of its hits are not listed in these tables
Target sequence (P18054 whole entry, looked up): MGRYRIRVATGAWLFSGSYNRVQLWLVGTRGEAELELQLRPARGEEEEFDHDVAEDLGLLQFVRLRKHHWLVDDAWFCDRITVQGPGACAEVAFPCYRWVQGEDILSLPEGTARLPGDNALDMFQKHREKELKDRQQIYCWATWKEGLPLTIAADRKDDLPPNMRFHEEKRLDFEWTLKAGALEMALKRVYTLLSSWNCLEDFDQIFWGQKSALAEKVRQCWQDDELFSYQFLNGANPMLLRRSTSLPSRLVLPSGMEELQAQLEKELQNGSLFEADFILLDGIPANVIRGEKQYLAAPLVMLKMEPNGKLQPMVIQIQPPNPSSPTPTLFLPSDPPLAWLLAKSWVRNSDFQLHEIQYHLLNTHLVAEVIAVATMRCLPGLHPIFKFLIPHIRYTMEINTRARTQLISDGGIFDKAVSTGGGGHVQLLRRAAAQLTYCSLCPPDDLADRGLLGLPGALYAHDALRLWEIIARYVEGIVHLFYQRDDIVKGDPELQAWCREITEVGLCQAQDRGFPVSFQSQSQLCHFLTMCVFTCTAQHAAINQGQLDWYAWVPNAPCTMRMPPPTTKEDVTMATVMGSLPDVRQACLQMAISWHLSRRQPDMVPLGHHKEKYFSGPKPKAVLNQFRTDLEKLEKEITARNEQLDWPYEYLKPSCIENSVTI
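Purified human 12hLO (150 nM), preincubated 15 min with compound, then 40 uM arachidonic acid for 30 min, room temperature, Hepes pH 7.0 with 0.01% Triton X-100. Hydroperoxide detected by ferrous iron/xylenol orange; 573/405 nm absorbance ratio gives reaction progress.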
15-hLO-2 inh = qHTS Assay for Inhibitors of 15-hLO-2 (15-human lipoxygenase 2); 110,000 compounds, 0.56% hits; purified 15hLO-2, xylenol orange hydroperoxide absorbance; Potency, µM (series often up to 57.1 µM), inactives show at the top dose activity change, negative = inhibition, most hits filed as inhibitors; Polyunsaturated fatty acid lipoxygenase ALOX15B (Homo sapiens), O15296; also: potency is read from the fitted curve at half-maximal effect; nearly all actives have a fitted effect of over 60% in size; many of its hits are not listed in these tables
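Enzyme 50 nM, AA 45 uM, 25 mM Hepes pH 7.5 + 0.01% Triton X-100; cpd preinc 15 min RT, rxn 90 min RT; stop/detect with 200 uM XO + 300 uM Fe(II) in 50 mM H2SO4, 30 min; A573/A405.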
PNC assembly inh = High Content Assay for Compounds that inhibit the Assembly of the Perinucleolar Compartment; activity change (PNC), negative = inhibition, % at 10 µM; 140,000 compounds, 3.1% hits; PC3M PTB-GFP, PNC prevalence imaging, 16 h; hits give low values; AID 2417, 2010;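 active = readout at or below -70, meaning at least 70% loss of cells showing the perinucleolar compartment, a nuclear body marking cancer cells; inconclusive = readout between -30 and a set limit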;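 also: plate controls were DMSO wells for no effect and camptothecin positive control wells for full effect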
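Compounds are pinned in duplicate onto adhered PC3M cells stably expressing GFP-tagged PTB and incubated 16 h at 37 C. Cells are then fixed, nuclei stained with Hoechst, and PNC-positive cells counted.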
IMPase cell inh = qHTS Assay for Identifying the Cell-Membrane Permeable IMPase Inhibitors; Inositol monophosphatase 1 (Rattus norvegicus), P97697; CHO-M1 cells, IP1 accumulation, HTRF TR-FRET ratio; inhibition (IP1 accumulation), % at 46.1 µM; 120,000 tested, under 10 active; AID 901, 2007; active = well fitted curve in the direction sought with a large enough effect in the signal ratio, not every such curve was filed as active; inconclusive = small, poorly fitted or top-dose-only effect, or a change in a side signal; inactive = no such curve, though single readings can be large or run the other way; the % refers to the signal ratio;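 also: cells stimulated with carbachol in lithium chloride buffer; plate controls were DMSO basal wells for no effect and reference inhibitor wells for full effect; higher means more IMPase inhibition seen as more IP1 and lower FRET ratio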
Target sequence (P97697 whole entry, looked up): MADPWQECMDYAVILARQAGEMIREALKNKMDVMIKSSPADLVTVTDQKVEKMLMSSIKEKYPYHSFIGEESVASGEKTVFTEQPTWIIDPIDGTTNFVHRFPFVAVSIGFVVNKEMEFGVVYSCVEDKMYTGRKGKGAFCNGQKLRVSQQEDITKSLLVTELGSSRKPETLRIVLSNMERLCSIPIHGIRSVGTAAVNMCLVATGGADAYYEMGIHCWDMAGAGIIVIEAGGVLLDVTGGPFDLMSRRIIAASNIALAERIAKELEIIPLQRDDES
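Elevated IP1 in lysates lowers TR-FRET signal (665/620 ratio and 620 channel reported). Cells were CHO-M1, given carbachol (50 uM as added) plus 50mM LiCl, pH 7.4, 30 min, 37C; compounds titrated up to 46 uM; AC50 by Hill equation.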
* marks the source's active call; other numbers are inactive results; ? = inconclusive; . = no result given; [ ] = another dose, or the depositor's remark. Unless noted, calls follow the shape of the dose curve; as a rule, active = well fitted curve in the direction sought with a large enough effect; inconclusive = small, poorly fitted or top-dose-only effect, or another doubt; inactive = no such curve, though single readings can be large; an effect the other way counts as inactive or inconclusive. Unless noted, % is scaled to controls: 0 for no effect and ±100 for the full control effect.

PNC assembly inh	12-hLO inh	IMPase cell inh	15-hLO-2 inh	structure
-26	-3%	-5	-20%	CC(=O)Nc1nc2nc(-c3ccccc3)cc(-c3ccccc3)n2n1
53	-5%	.	.	COc1c2ccoc2c(OC[C@@H](O)C(C)(C)O)c2oc(=O)ccc12
11	-4%	12	-3%	Cc1cccc(NC2SC(=O)N(c3ccccc3)C2=O)c1 (stereo not given)
42	-6%	10	-7%	CCC1CCCCN1CCCNC(=O)CC1Oc2ccc(C)cc2NC1=O (stereo not given)
27	-6%	1	-1%	COC(=O)Cn1c(CCC(=O)O)ccc1-c1ccccc1
?	-8%	-3	15%[2.29 µM]	CSc1nc2ccccc2n1Cc1cccc(F)c1
-4	-8%	.	.	Cc1cccc(OCC(=O)NCC(=O)N/N=C/c2cccs2)c1
13	-3%	8	-5%	N#Cc1c(N)nc(SCc2ccccn2)c(C#N)c1-c1cccs1
?	-5%	1	6%	CCOC(=O)c1cccc(NC(=O)CSc2nnc(-c3ccoc3C)n2CC)c1
.	0%	.	6%	CCCC(=O)Nc1ncnc2c1ncn2C1OC2COP(=O)(O)OC2C1OC(=O)CCC (stereo not given)
41	-7%	14	3%	CCNc1nc(N2CCCCC2)nc(-n2nnc(C(=O)OCC)c2C)n1
?	2%	13	30%[activator]	N=c1c2c(-c3ccccc3)c(-c3ccccc3)n(Cc3ccccc3)c2ncn1CCO
7	-8%	8	.	Cc1ccc(C(=O)/C=C/C(=O)O)cc1
-4	6%	2	-11%	O=C(CN1CCN(c2ccccc2)CC1)Nc1nnc(-c2ccccc2)s1
-16	-1%	.	.	CC(C)CCn1c(Sc2nc3ccccc3o2)nc2c1c(=O)[nH]c(=O)n2C
-14	-3%	-6	-1%	CN(C)CCCNC(=O)Cc1ccc(Br)cc1
-21	-17%	0	.	O=C(Nc1ccc(Cl)c([N+](=O)[O-])c1)C(Sc1ccccc1)c1ccccc1 (stereo not given)
263	-1%	-7	.	CCOC(=O)CSc1nc2cc3c(cc2cc1CC)OCCO3
?	-1%	0	0%	CSCCC(NC(=O)c1ccc(Cl)cc1)C(=O)NC(C)(C)C (stereo not given)
-18	-25%	22	?	C=CCN(CC=C)S(=O)(=O)c1ccc(NC(=S)NC(=O)c2ccco2)cc1
?	-6%	-3	4%[2.29 µM]	CCN(CC)C(=O)COc1ccc(-c2nnc(N3CCCCC3)c3ccccc23)cc1
39	6%	7	5%	COc1ccc(C(=O)N2CCC(C(=O)O)CC2)cc1
?	-2%	0	-8%	CCCSc1nc2c(c(=O)n1CC)SC(C)C2 (stereo not given)
41	-2%	.	.	O=C(Cc1cn(Cc2cccc(Cl)c2)c2ccccc12)N1CCCCCC1
-21	-2%	1	-13%	CC(C)C(OC(=O)c1cccs1)C(=O)NCc1ccco1 (stereo not given)
?	3%	-4	-3%	CCOC(=O)CNC(=O)CCCCCC(=O)NCC(=O)OCC
52	6%	10	-11%	O=C(O/N=C\c1ccc(N2CCCCC2)c([N+](=O)[O-])c1)c1ccc(Cl)cc1Cl
-28	-3%	12	-4%	CC1C2CC(CC1(C)C)N(C(=O)Nc1ccc3nccnc3c1)C2 (stereo not given)
?	1%	10	-7%	CCOC(=O)CSc1ncc(-c2ccccc2)cn1
34	-23%	-9	?	N#CC1=C(N)SC(N)=C(C#N)C1Cc1ccccc1

2 entries from above, with values under each structure.
Results follow in this order: PNC assembly inh, 12-hLO inh, IMPase cell inh, 15-hLO-2 inh
- CCOC(=O)CSc1ncc(-c2ccccc2)cn1
  ?, 1%, 10, -7%
- CCOC(=O)CNC(=O)CCCCCC(=O)NCC(=O)OCC
  ?, 3%, -4, -3%

Next section.
PNC assembly inh	12-hLO inh	IMPase cell inh	15-hLO-2 inh	structure
?	-1%	-2	5%	COc1nc(NCc2ccc(Cl)cc2)nc(OC)n1
-28	3%	.	.	Cc1ccc(C(=O)COC(=O)c2ccncc2)cc1[N+](=O)[O-]
?	-1%	-6	.	O=C(NCc1ccco1)NC1CCCCC1
4	-3%	16	0%	CCCC(O)(CCN1CCOCC1)c1ccc(Br)cc1 (stereo not given)
-24	-9%	.	.	COc1ccc(C(=O)Nc2ccccc2C(=O)NC(Cc2ccc(O)cc2)C(=O)NNC(=O)c2ccccc2)cc1 (stereo not given)
-7	7%	-3	8%	COc1cccc(OCc2nnc(SCC(=O)OCc3ccccc3)o2)c1
-1	?	11	.	O=C(Oc1c(Cl)cc(Cl)c2cccnc12)c1cccc([N+](=O)[O-])c1
13	3%	7	1%	COc1ccc(-c2cnn3c(N)c(S(=O)(=O)c4ccccc4)cnc23)cc1
-4	0%	-3	.	Cc1ccc(NS(=O)(=O)c2ccc(Cl)c(C(=O)O)c2)cc1S(=O)(=O)N1CCOCC1
.	-3%	11	8%	O=C(NC1CCN(Cc2ccccc2)CC1)c1ccc(I)cc1
0	3%	8	0%	CCOC(=O)c1cc(C(=O)Nc2ccc(C)c(F)c2)nn1C
-21	1%	1	19%	COc1ccc(/C=N/Nc2nc(N3CCCC3)nc(N3CCCC3)n2)cc1O
?	-20%	9	?	Cc1cc(Cl)ccc1NC(=S)NCc1cccs1
21	-5%	-1	5%	CCCCOC(=O)CCc1nc2ccccc2[nH]1
22	1%	2	11%	CC1CCN(S(=O)(=O)c2cn(CC(=O)N3CCN(C)CC3)c(=O)c3ccccc23)CC1
?	-1%	-5	29%	c1ccc(CNc2ccc3ccccc3n2)nc1
84	-5%	-5	.	Cc1ccc(C23CC4CC(CC(CC(=O)N5CCOCC5)(C4)C2)C3)cc1
23	-2%	1	-9%	COC(=O)c1cc2n(n1)CCN(Cc1ccccc1Cl)C2=O
?	-6%	5	3%	N#Cc1nc(-c2ccc(F)cc2)oc1NCc1ccccc1
24	-4%	6[0.0738 µM]	.	COC(=O)c1ccc(-n2nc(C(F)(F)F)c3c2-c2ccoc2CC3)cc1
-15	1%	.	.	N#Cc1ccc(-c2ccc(OCC(=O)NCC(=O)Nc3ccc(F)c(F)c3F)cc2)cc1
-20	-4%	3	-9%	CCN1C(=O)CC(c2ccco2)Sc2ccccc21 (stereo not given)
34	0%	3	-4%	C=CCN=C(NC#N)SCc1ccccc1
-21	1%	3	-1%	CCn1c(SCC(=O)N2CCN(c3ccccc3)CC2)nnc1-c1c[nH]c2ccccc12
2	-3%	-1	3%	O=C(CC1NCCNC1=O)Nc1ccc2c(c1)OCCO2 (stereo not given)
3	-5%	0	6%	Cc1nc2ccc(C(=O)c3ccccc3)cc2[nH]1
22	5%	0	-1%	COc1ccc(N2CCN(C3CC(=O)N(Cc4ccc(N5CCCC5=O)cc4)C3=O)CC2)cc1 (stereo not given)
9	5%	-5	5%	COCc1nnc(NC(=O)CS(=O)(=O)Cc2ccccc2)s1
.	0%	11	.	Cc1[nH]c2ccccc2c1C(=O)/C=C\c1ccccc1Cl
-22	-1%	-2	-6%	O/N=C/c1ccccc1Oc1ccccc1

19 neighbouring records already listed, for reference:
PNC assembly inh	12-hLO inh	IMPase cell inh	15-hLO-2 inh	structure
-21	1%	1	19%	COc1ccc(/C=N/Nc2nc(N3CCCC3)nc(N3CCCC3)n2)cc1O
?	-20%	9	?	Cc1cc(Cl)ccc1NC(=S)NCc1cccs1
21	-5%	-1	5%	CCCCOC(=O)CCc1nc2ccccc2[nH]1
22	1%	2	11%	CC1CCN(S(=O)(=O)c2cn(CC(=O)N3CCN(C)CC3)c(=O)c3ccccc23)CC1
?	-1%	-5	29%	c1ccc(CNc2ccc3ccccc3n2)nc1
84	-5%	-5	.	Cc1ccc(C23CC4CC(CC(CC(=O)N5CCOCC5)(C4)C2)C3)cc1
23	-2%	1	-9%	COC(=O)c1cc2n(n1)CCN(Cc1ccccc1Cl)C2=O
?	-6%	5	3%	N#Cc1nc(-c2ccc(F)cc2)oc1NCc1ccccc1
24	-4%	6[0.0738 µM]	.	COC(=O)c1ccc(-n2nc(C(F)(F)F)c3c2-c2ccoc2CC3)cc1
-15	1%	.	.	N#Cc1ccc(-c2ccc(OCC(=O)NCC(=O)Nc3ccc(F)c(F)c3F)cc2)cc1
-20	-4%	3	-9%	CCN1C(=O)CC(c2ccco2)Sc2ccccc21 (stereo not given)
34	0%	3	-4%	C=CCN=C(NC#N)SCc1ccccc1
-21	1%	3	-1%	CCn1c(SCC(=O)N2CCN(c3ccccc3)CC2)nnc1-c1c[nH]c2ccccc12
2	-3%	-1	3%	O=C(CC1NCCNC1=O)Nc1ccc2c(c1)OCCO2 (stereo not given)
3	-5%	0	6%	Cc1nc2ccc(C(=O)c3ccccc3)cc2[nH]1
22	5%	0	-1%	COc1ccc(N2CCN(C3CC(=O)N(Cc4ccc(N5CCCC5=O)cc4)C3=O)CC2)cc1 (stereo not given)
9	5%	-5	5%	COCc1nnc(NC(=O)CS(=O)(=O)Cc2ccccc2)s1
.	0%	11	.	Cc1[nH]c2ccccc2c1C(=O)/C=C\c1ccccc1Cl
-22	-1%	-2	-6%	O/N=C/c1ccccc1Oc1ccccc1

(listing goes on)
PNC assembly inh	12-hLO inh	IMPase cell inh	15-hLO-2 inh	structure
-17	-9%	?	-5%	CC(C)Oc1ccc(C2C(C(=O)c3ccco3)=C(O)C(=O)N2Cc2cccnc2)cc1 (stereo not given)
30	1%	5	4%	CSc1ccccc1NC(=O)c1ccccc1N(C)S(C)(=O)=O
-100*	6%	-4	.	Cc1ccc(OCC(=O)N2CC3(C)CC2CC(C)(C)C3)cc1 (stereo not given)
21	-4%	3	-1%	Cn1c(SCC(=O)N2CCc3ccccc32)nc2cccnc21
12	-7%	15	.	CCCOc1cc(C)c(Cl)cc1S(=O)(=O)N(CC)CC
?	-3%	-1	0%	CNC(=O)c1ccc(-c2ccccc2)s1
18	-1%	-6	.	CC(=O)/C(=N/Nc1ccccc1)Sc1nnc(C(O)c2ccccc2)n1-c1ccccc1 (stereo not given)
29	4%	0	8%	O=C(NC1CCCC1)C(c1ccsc1)N(C(=O)Cc1cccs1)c1cccc(F)c1 (stereo not given)
56	-6%	6	-3%	Fc1ccc(-c2csc3ncnc(Nc4ccc(N5CCOCC5)cc4)c23)cc1
-13	-1%	-11	0%	CC(=O)Oc1ccc(C2OC(=O)c3ccccc3N2C(C)=O)cc1 (stereo not given)
-8	-1%	2	?	CCCCn1c(SCC(=O)NCc2ccco2)nc2c(sc3ccccc32)c1=O
0	0%	1	-12%	COc1cccc(OC)c1OCC(C)CNCC1CCCO1 (stereo not given)
?	4%	-2	-3%	CCOC(=O)c1[nH]c2ccc(C)cc2c1NC(=O)CN1CCCCC1
-9	1%	-6	.	c1ccc(CSc2ccc(-c3cccs3)nn2)cc1
?	-8%	2	-10%	CC1CCN(C(=O)c2cc(-c3ccccc3O)on2)CC1

These rows are one share of the data; the hit share may differ from the screen's.
